Assay outcomes deposited in PubChem BioAssay by National Center for Advancing Translational Sciences (NCATS).
CXXC DNA block: qHTS Fluorescence Polarization Assay for Inhibitors of MLL CXXC domain - DNA interaction; Histone-lysine N-methyltransferase 2A (Homo sapiens), Q03164; MLL-CXXC / FITC-HOXA9 DNA fluorescence polarization; Potency, µM (top dose mostly 115 µM), for inactives: top-dose activity change, negative = inhibition, usual class: inhibitors; 0.037% of 290,000 active; AID 2662, 2010; active means well fitted inhibition curve with a large enough effect in the polarisation, with a control signal flat, not every such curve was filed as active; inconclusive means small, poorly fitted or top-dose-only effect, or effect the other way, or a change in a side signal; inactive means no such curve, though single readings can be large or run the other way; the % refers to the polarisation; further: potency means the concentration at half of the fitted maximal effect
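Steps: dispense CXXC domain solution (7 uM) → pin compounds or unlabeled HOX-A9 DNA control → 5 min ambient → add FLSN-HOX-A9 solution (50 nM) → spin → 30 min ambient → fluorescence polarization. Tris pH 7.5/NaCl/DTT/BSA buffer.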
A-T KAP1 phos: qHTS Assay for Identifying a Potential Treatment of Ataxia-Telangiectasia. […] A-T fibroblasts, KAP-1 phosphorylation AlphaLISA; neocarzinostatin DNA damage 30 min before lysis. Potency, µM (series often up to 57.5 µM), inactives show top-dose activation, hits mostly activators. 0.19% of 320,000 active; further: potency means the concentration at half of the fitted maximal effect; % of control where 0% means no effect; nearly all actives have a fitted effect of over 45% in size
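hTERT-immortalized A-T patient fibroblasts ([…]), 500 cells/well in OPTI-MEM, 1% FBS, got compounds for 60 min, then NCS for 30 min at 37C. Lysates were then assayed for phospho-KAP-1 by AlphaLISA (anti-pKAP1 donor, anti-KAP1 acceptor beads), 6 hr at 25C.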
Integrin act MD: qHTS for Activators of Integrin-Mediated Alleviation for Muscular Dystrophy; alpha7betagal myoblasts, beta-gal FDG fluorescence, 48 h; Potency, µM (series often up to 38.3 µM), inactives show at the top dose activation, hits mostly activators; 0.064% of 350,000 active;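 further: potency means the concentration at half of the fitted maximal effect; 100% = response of the positive control SU9516; nearly all actives have a fitted effect of over 60% in size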
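Alpha7betagal+/- myoblasts (passage 13) were plated 16-24 hr, then exposed to compounds (1:260 dilution of DMSO stock) for 48 hours at 37C. After MPER lysis, β-galactosidase reporter activity was read as FDG fluorescence (ex 480/em 540) after 30 minutes.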
ASM inhibitor: Inhibitors of Secretory Acid Sphingomyelinase (S-ASM): qHTS | Potency, µM (series often up to 57.5 µM), inactives show at the highest dose activity change, negative = inhibition, hits mostly inhibitors | placental ASM, HMU-PC fluorogenic substrate, 60 min | Sphingomyelin phosphodiesterase (Homo sapiens), P17405 | 0.006% of 340,000 active; further: potency means the concentration at half of the fitted maximal effect
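Fluorogenic HMU-PC substrate (9 uM final) is turned over by placental ASM in 60 min at 37 C after a 10 min compound preincubation. Reaction ended by alkaline stop (pH 10), with fluorescence read at 386/447 nm.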
KCNH2 WT inh: qHTS for Inhibitors of KCHN2 3.1: Wildtype qHTS; Voltage-gated inwardly rectifying potassium channel KCNH2 (Homo sapiens), Q12809; U2OS, BacMam KCNH2, thallium flux FluxOr; hits give low values; activity change, % at 1.84 µM; 0.37% of 340,000 active; AID 720551, 2013;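 active means maximum activity change below -70%; inconclusive means maximum activity change between -70% and -50%; inactive means maximum activity change above -50%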; further: on the % scale 0 is the no-effect control and ±100 the full control effect
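U2OS cells transduced with wild-type KCNH2 virus are loaded with FluxOr dye for 45 min, and thallium flux is measured in kinetic reads before and after stimulation buffer. Rate constants are normalized to DMSO controls.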
KCNH2 3.1 block: qHTS for Inhibitors of KCHN2 3.1: Mutant qHTS; 0.95% of 340,000 active; activity change, % (tested at about 1.8 µM); U2OS KCNH2 3.1, thallium flux FluxOr; hits give low values; AID 720553, 2013;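 active means maximum activity change below -70%; inconclusive means maximum activity change from -70% to -50%; inactive means maximum activity change above -50%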;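 further: thallium influx rate constant from kinetic fluorescence after stimulation buffer; on the % scale 0 is the no-effect control and ±100 the full control effect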
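Steps: virus added to U2OS suspension (4 h, RT, dark); medium with 10% FBS added, cells plated, 37 C overnight; FluxOr/Red40 loading buffer 45 min RT; stimulation buffer, 2 min kinetic read; rate constant normalized.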
FBPA coupling cs: qHTS Assay for Inhibitors of Fructose-1,6-bisphosphate Aldolase from Giardia Lamblia: Coupling assay counterscreen; coupling enzyme system counterscreen, AmpLite Red fluorescence; activity change, negative = inhibition, % at 58.2 µM, hits read low; 0.67% of 290,000 active; AID 2472, 2010; in the data active means activity change below about -30%; further: on the % scale 0 is the no-effect control and ±100 the full control effect
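Final compound at 57.5 uM, incubated 10 min at RT with coupling enzyme reagent (glyceraldehyde-3-phosphate), then 20 min with substrate and AmpLite Red detection. Fluorescence read at 525/598 nm; tests interference with the coupling assay, not aldolase inhibition.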
MBNL1-CUG inh: qHTS Assay for Inhibitors of MBNL1-poly(CUG) RNA binding; 0.036% of 280,000 active; TR-FRET MBNL1-His/biotin-(CUG)12 binding, 665/545 ratio; Potency, µM (titrated, usually from 57.5 µM), for inactives: at the top dose activity change, negative = inhibition, actives largely listed as inhibitors; active means well fitted inhibition curve with a large enough effect in the signal ratio, with a control signal flat, not every such curve was filed as active; inconclusive means small, poorly fitted or top-dose-only effect, or effect the other way, or a change in a side signal; inactive means no such curve, though single readings can be large or run the other way; the % refers to the signal ratio; further: potency means the concentration at half of the fitted maximal effect; on the % scale 0 is the no-effect control and ±100 the full control effect
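Compound titration spanned 92 nM–58 uM against the MBNL1-His/biotin-(CUG)12 complex. After 60 min at room temperature with 5 nM streptavidin-XL665 and 0.055 ng/ul terbium anti-His, ratiometric 665/545 nm emission (Ex 340 nm) normalized to controls.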
GALK inhibitor: qHTS Assay for Inhibitors of Human Galactokinase (GALK); Potency, µM (series often up to 57.5 µM), inactives show at the top dose activity change, negative = inhibition, actives largely listed as inhibitors; P51570; AID 1868, 2009; 0.007% of 270,000 active; Purified GALK, Kinase-Glo residual ATP luminescence; further: potency means the concentration at half of the fitted maximal effect; on the % scale 0 is the no-effect control and ±100 the full control effect
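Quantitative HTS: GALK 5 nM, ATP 35 uM, galactose 100 uM, 1 h room temperature, then luciferase-based ATP detection.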
TRPV1 agonist: HTS Assay for Compounds that Act as Agonists of the Vanilloid Receptor 1; TRPV1-expressing cells, Fluo-8 calcium influx, agonist mode; activation, % at 8.33 µM; 0.19% of 320,000 active; AID 540275, 2011; in the data active means activation above about 80%; inconclusive means between about 30% and that limit; further: 0% is about no effect
Target sequence (Q8NER1 whole entry, looked up): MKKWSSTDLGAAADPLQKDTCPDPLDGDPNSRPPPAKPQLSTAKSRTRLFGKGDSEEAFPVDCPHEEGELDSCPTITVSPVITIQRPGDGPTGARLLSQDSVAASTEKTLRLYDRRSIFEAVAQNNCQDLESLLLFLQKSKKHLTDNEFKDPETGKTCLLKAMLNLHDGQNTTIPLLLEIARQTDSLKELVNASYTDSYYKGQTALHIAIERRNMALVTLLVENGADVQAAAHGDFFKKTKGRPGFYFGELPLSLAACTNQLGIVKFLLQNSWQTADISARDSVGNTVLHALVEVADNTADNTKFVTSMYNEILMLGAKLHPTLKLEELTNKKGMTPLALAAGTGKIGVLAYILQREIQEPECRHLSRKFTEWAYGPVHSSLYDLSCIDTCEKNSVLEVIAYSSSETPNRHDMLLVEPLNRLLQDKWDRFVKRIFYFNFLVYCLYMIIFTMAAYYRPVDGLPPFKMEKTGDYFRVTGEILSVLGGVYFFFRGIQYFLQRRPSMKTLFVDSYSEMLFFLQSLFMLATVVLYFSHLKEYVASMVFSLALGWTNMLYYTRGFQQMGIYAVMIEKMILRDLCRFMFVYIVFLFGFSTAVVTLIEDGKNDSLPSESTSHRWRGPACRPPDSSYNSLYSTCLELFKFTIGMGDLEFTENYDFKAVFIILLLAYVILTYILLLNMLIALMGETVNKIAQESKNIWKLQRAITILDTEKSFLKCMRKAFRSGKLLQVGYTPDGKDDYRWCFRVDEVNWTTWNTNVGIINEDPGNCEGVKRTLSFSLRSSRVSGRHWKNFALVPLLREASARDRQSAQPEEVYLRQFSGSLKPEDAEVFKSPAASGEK
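TRPV1-expressing cells were cultured overnight at 35.5C and loaded with Fluo-8 calcium dye for 40 to 90 min at room temperature. After a 10 s baseline, compound was added and calcium influx was read kinetically for 3 min (ex 480/em 520 nm).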
Starred values were filed as active, the others as inactive; i = inactive; u = inconclusive; x = no result given; [ ] = another dose, or the depositor's remark. Unless noted, the call rests on the fitted dose curve; in most records, active means well fitted curve in the direction sought with a large enough effect; inconclusive means small, poorly fitted or top-dose-only effect, or another doubt; inactive means no such curve, though single readings can be large; an effect the other way counts as inactive or inconclusive.

#	SMILES	CXXC DNA block	A-T KAP1 phos	Integrin act MD	ASM inhibitor	KCNH2 WT inh
1	C[C@H](CO)N1C[C@H](C)[C@@H](CN(C)Cc2ccc(Cl)c(Cl)c2)Oc2c(NS(=O)(=O)c3cccs3)cccc2C1=O	x	-7%	16%	-7%	-4
2	Cn1nc([N+](=O)[O-])nc1Oc1ccccc1N	13%	x	34%	3%	2
3	CCC(=O)c1ccc(NC(C)=O)cc1O	10%	1%	13%	4%	1
4	Brc1ccc(CNCC2CCCO2)cc1 (configuration not stated)	-19%	-3%	0%	2%	1
5	COCCCn1c(=NC(C)=O)c(C#N)cc2c(=O)n3cccc(C)c3nc21	2%	2%	-16%	i	-2
6	Cc1ccc(Cn2nnc3c(=O)[nH]c(C4CCN(S(=O)(=O)/C=C/c5ccccc5)CC4)nc32)cc1	4%	1%	-27%	-4%	25
7	COc1cccc(N2C(=O)C3CCCN3C2c2ccc(N(C)C)cc2)c1 (configuration not stated)	-4%	-8%	-4%	0%	-2
8	COc1ccc(CC2(C)OC(c3ccncc3)=NN2C(C)=O)cc1 (configuration not stated)	11%	3%	11%	1%	1
9	COc1ccc(NS(=O)(=O)c2cccc(NC(=O)CCC(=O)c3ccc(Cl)cc3)c2)cc1	17%	-1%	-31%	-17%	-5
10	CC(=O)NC(C)c1ccc(C(=O)CSc2nnc(C3CC3)n2C2CC2)cc1 (configuration not stated)	x	10%	-1%	1%	-2
11	CC(NC(=O)C1CCN(S(=O)(=O)c2cccc3cccnc23)CC1)c1ccccc1 (configuration not stated)	2%	-1%	27%	-1%	26
12	Nc1ncc(Br)cc1S(=O)(=O)NCCC(=O)NCCc1ccc(Cl)cc1	-3%	0%	-22%	0%	0
13	COc1ccc(C)cc1NC(=O)C(NCC1CCCO1)c1ccccc1 (configuration not stated)	13%	-2%	5%	7%	-3
14	COc1ccccc1/C=C1\SC(=S)N(C(C(=O)O)c2ccccc2)C1=O (configuration not stated)	-2%	23%	u	6%	9
15	CC(C)CN1C(=O)c2ccc(C(=O)Nc3ccc(OCC(=O)O)cc3)cc2C1=O	3%	-9%	1%	4%	1

#	KCNH2 3.1 block	FBPA coupling cs	MBNL1-CUG inh	GALK inhibitor	TRPV1 agonist
1	14	x	x	x	x
2	-1	-1	u	6%	2
3	21	4	-5%	x	0
4	-3	1	-3%	2%	1
5	-7	1	u	0%	0
6	-42	-1	-6%	0%	0
7	8	7	19%	2%	x
8	-3	0	7%	-3%	-7
9	7	-2	0%	-1%	0
10	-1	x	x	x	5
11	1	x	-3%	6%	-1
12	12	x	2%	0%	3
13	11	1	10%	2%	16
14	u	20	2%	-15%	-2
15	12	6	u	1%	1

2 entries picked at random from the list so far:
#	SMILES	CXXC DNA block	A-T KAP1 phos	Integrin act MD	ASM inhibitor	KCNH2 WT inh
6	Cc1ccc(Cn2nnc3c(=O)[nH]c(C4CCN(S(=O)(=O)/C=C/c5ccccc5)CC4)nc32)cc1	4%	1%	-27%	-4%	25
15	CC(C)CN1C(=O)c2ccc(C(=O)Nc3ccc(OCC(=O)O)cc3)cc2C1=O	3%	-9%	1%	4%	1

#	KCNH2 3.1 block	FBPA coupling cs	MBNL1-CUG inh	GALK inhibitor	TRPV1 agonist
6	-42	-1	-6%	0%	0
15	12	6	u	1%	1

Single records (already shown).
Shown for CCC(=O)c1ccc(NC(C)=O)cc1O : CXXC DNA block = 10%; A-T KAP1 phos = 1%; Integrin act MD = 13%; ASM inhibitor = 4%; KCNH2 WT inh = 1; KCNH2 3.1 block = 21; FBPA coupling cs = 4; MBNL1-CUG inh = -5%; GALK inhibitor = x; TRPV1 agonist = 0
Shown for COCCCn1c(=NC(C)=O)c(C#N)cc2c(=O)n3cccc(C)c3nc21 : CXXC DNA block = 2%; A-T KAP1 phos = 2%; Integrin act MD = -16%; ASM inhibitor = i; KCNH2 WT inh = -2; KCNH2 3.1 block = -7; FBPA coupling cs = 1; MBNL1-CUG inh = u; GALK inhibitor = 0%; TRPV1 agonist = 0

Following part:
#	SMILES	CXXC DNA block	A-T KAP1 phos	Integrin act MD	ASM inhibitor	KCNH2 WT inh
16	COc1ccccc1NC(=O)Nc1nn(C)c2cccc(N(C)C)c12	6%	-5%	-10%	-2%	2
17	COc1ccc(Cl)cc1N(CC(=O)NC1CC2CCC1C2)S(=O)(=O)c1ccccc1 (configuration not stated)	5%	-8%	u	-1%	-8
18	C#CCOCCOCCOCCNc1nc(N2CCN(C(=O)Cn3cc(CCCCN)nn3)CC2)nc(N2CCN(C(=O)Cn3cc(CC(C)O)nn3)CC2)n1 (configuration not stated)	7%	4%	23%	7%	-11
19	Cc1cc(C)nc(N2CCC(C(=O)NCc3ccccc3F)CC2)n1	-3%	3%	13%	3%	0
20	O=S(=O)(O)c1ccc(SCc2ccccc2)nc1	x	x	16%	14%	3
21	COc1ccc(S(=O)(=O)Nc2cccc3c2O[C@H](CN(C)CC2CC2)[C@@H](C)CN([C@H](C)CO)C3=O)cc1	x	3%	18%	-4%	-10
22	Cc1cccc(NC(=S)NCc2ccco2)n1	10%	3%	-7%	-2%	-3
23	CC(=O)NC12CC3CC(C1)CC(C(=O)OCC(=O)Nc1c(F)cccc1F)(C3)C2	x	12%	-12%	7%	3
24	CC(OC(=O)c1nsc(Cl)c1Cl)C(=O)NCc1ccc2c(c1)OCO2 (configuration not stated)	2%	9%	-17%	1%	-3
25	Cn1c(=O)c2cnc(-c3ccc(C(F)(F)F)cc3)nc2n(C)c1=O	-6%	-1%	14%	-1%	12
26	Cc1cc(C(=O)Nc2sc3c(c2C#N)CCC(C)C3)no1 (configuration not stated)	-11%	-2%	-2%[7.66 µM]	-2%	-22
27	Cc1ccc(CN2CCCC(C(=O)N3CCCC3)C2)cc1 (configuration not stated)	0%	4%	-9%	-2%	7
28	Cc1ccc(CS(=O)(=O)CCC(=O)NCCC(C)C)cc1	3%	4%	6%	2%	0
29	CNC(=O)C1C2C=CC3(O2)C1C(=O)N(CCOC)C3C(=O)NCc1ccc(OC)cc1 (configuration not stated)	0%	9%	-1%	3%	11
30	CCC1(c2ccc(F)cc2)NC(=O)N(CC(=O)N2CCN(C(=O)c3cccs3)CC2)C1=O (configuration not stated)	x	12%	-8%	0%	6

#	KCNH2 3.1 block	FBPA coupling cs	MBNL1-CUG inh	GALK inhibitor	TRPV1 agonist
16	-2	-34*	-1%	4%	25
17	-20	x	4%	-6%	19
18	-11	0	-10%	x	-2
19	-12	0	-7%	-1%	-1
20	-1	x	x	x	x
21	2	x	x	x	x
22	13	3	4%	1%	0
23	5	x	x	x	5
24	-11	-2	4%	-1%	8
25	9	2	-7%	x	1
26	3	1	5%	-2%	x
27	0	-1	-1%	1%	0
28	13	2	10%	-1%	2
29	-3	0	-2%	9%	-7
30	11	x	x	x	0

The listing continues:
#	SMILES	CXXC DNA block	A-T KAP1 phos	Integrin act MD	ASM inhibitor	KCNH2 WT inh
31	CCc1cc2c(SCC(=O)NC3CCS(=O)(=O)C3)ncnc2s1 (configuration not stated)	6%	-3%	44%	5%	-1
32	CCNc1nc(NCC)nc(N(C)/N=C/c2ccco2)n1	6%	-1%	-4%	0%	3
33	CCN(CC)c1c(-c2ccccc2)c2cc(C)ccc2[nH]c1=O	0%	3%	-28%	7%	4
34	CN(CC(=O)Nc1ccc([N+](=O)[O-])cc1Br)Cc1c(F)cccc1Cl	1%	15%	0%	-4%	-14

#	KCNH2 3.1 block	FBPA coupling cs	MBNL1-CUG inh	GALK inhibitor	TRPV1 agonist
31	-3	-2	0%	-1%	-2
32	-3	0	4%	3%	-3
33	-1	2	u	-1%	4
34	-20	-1	x	0%	5
